Source: PubChem (several laboratories)
FBA Mtb inh: inhibits M. tuberculosis FBA enzyme; inhibition, % at 1 µM; 360,000 compounds, 2.3% hits; AID 588726; purified M. tuberculosis FBA, fluorescence read-out; P9WQA3; in the data active = inhibition above about 27%;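 also: 0% = vehicle and 100% = reference inhibitor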
Target sequence (P9WQA3 whole entry, looked up): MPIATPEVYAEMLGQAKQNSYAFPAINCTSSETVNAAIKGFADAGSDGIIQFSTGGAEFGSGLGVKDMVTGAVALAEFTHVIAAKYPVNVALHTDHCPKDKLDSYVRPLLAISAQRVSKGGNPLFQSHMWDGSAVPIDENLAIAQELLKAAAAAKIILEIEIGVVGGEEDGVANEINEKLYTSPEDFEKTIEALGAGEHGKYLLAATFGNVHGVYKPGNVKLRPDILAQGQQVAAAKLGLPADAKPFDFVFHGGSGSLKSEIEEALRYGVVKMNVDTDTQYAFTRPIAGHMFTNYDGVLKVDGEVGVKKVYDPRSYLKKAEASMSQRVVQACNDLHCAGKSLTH
GDH-TPI counter: inhibits GDH-TPI coupling enzymes, artifact for Mtb FBA screen | GDH-TPI coupled enzyme counterscreen, NADH absorbance | inhibition, % at 4.8 µM | 360,000 compounds, 1.2% hits | AID 588335; in the data active = inhibition above about 30%;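 also: 0% = DMSO wells and 100% = wells lacking the enzyme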
TcdB inh: inhibitors of Clostridioides difficile toxin B glycohydrolase; P18177; TcdB glycohydrolase enzymatic assay, plate reader; inhibition, % at 9.99 µM; 350,000 compounds, 0.24% hits; in the data active = inhibition above about 10%
Mtb BioA inh: inhibitors of Mycobacterium tuberculosis BioA enzyme; purified M. tuberculosis BioA enzyme, plate reader; inhibition, % at 9.99 µM; 360,000 compounds, 0.096% hits; AID 602481; in the data active = inhibition above about 40%
BH1578 lux ind: quorum light induction in luxS cqsA deficient V. cholerae. activation, % at 18.7 µM. V. cholerae BH1578 lux reporter, luminescence, 6 h. AID 588436. 350,000 compounds, 0.16% hits; in the data active = activation mostly above about 9.7%, no sharp cut-off; also: not every result past the cut was called active; inactives centre near 0; reference of the scale not given here
Mtb UGM inh: inhibitors of M. tuberculosis UDP-galactopyranose mutase; purified UGM, fluorescence polarization probe displacement; inhibition, % at 10 µM; 320,000 compounds, 0.06% hits; AID 504406; in the data active = inhibition above about 10%, passing the limit was not always enough
Target sequence (P9WIQ1 whole entry, looked up): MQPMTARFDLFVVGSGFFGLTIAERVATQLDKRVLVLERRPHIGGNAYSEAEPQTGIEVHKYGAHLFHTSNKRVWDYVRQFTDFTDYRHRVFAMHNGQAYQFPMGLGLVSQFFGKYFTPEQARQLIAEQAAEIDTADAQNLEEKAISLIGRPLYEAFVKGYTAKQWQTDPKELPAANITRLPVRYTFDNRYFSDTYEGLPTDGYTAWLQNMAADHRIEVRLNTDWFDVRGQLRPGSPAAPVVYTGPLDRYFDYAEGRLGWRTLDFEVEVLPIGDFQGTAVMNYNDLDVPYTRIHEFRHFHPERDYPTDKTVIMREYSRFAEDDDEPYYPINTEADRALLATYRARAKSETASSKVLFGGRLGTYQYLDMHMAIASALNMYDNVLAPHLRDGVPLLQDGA
Yp Topo-I inh: blocks Yersinia pestis topoisomerase I activity | Y. pestis Topo-I cleavage product accumulation, plate reader | activity, % at 10 µM | 360,000 compounds, 0.064% hits | AID 504884; in the data active = activity above about 50%, passing the limit was not always enough; also: inactives centre near 2
PfHsp40 yeast: rescue of PfHsp40-mediated yeast toxicity. S. cerevisiae expressing PfHsp40, growth rescue, ATP luminescence. growth rescue, % at 12.5 µM. 340,000 compounds, 0.68% hits. AID 504582; in the data active = growth rescue above about 28%, passing the limit was not always enough;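 also: yeast W303a lacking pdr1 and pdr3 grown in galactose medium; growth measured after three days at 30 °C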
FadD28 binding: inhibitors of Mycobacterium tuberculosis FadD28 bisubstrate binding | FadD28 bisubstrate probe binding, fluorescence polarization | AID 588549 | inhibition, % at 12.5 µM | 360,000 compounds, 0.22% hits; in the data active = inhibition above about 8.5%, passing the limit was not always enough
Starred values were filed as active, the others as inactive; i = inactive; nt = not tested or not shown.

Each structure is followed by: FBA Mtb inh	GDH-TPI counter	TcdB inh	Mtb BioA inh	BH1578 lux ind	Mtb UGM inh	Yp Topo-I inh	PfHsp40 yeast	FadD28 binding
#1 CN(C(=O)c1ccc(NC(=O)C2CCCN(C(=O)OC(C)(C)C)C2)cc1)C1CC1 (stereo unspecified)
→ -2	5	-0.9	-2.4	i	0.3	33	-0.5	-0.9
#2 COc1cc(C2C3C(=O)N(c4ccccc4)C(=O)C3ON2c2ccccc2)ccc1O (stereo unspecified)
→ 0	-8	nt	-0.4	-0.3	0.2	-1	3.5	-3.4
#3 O=C(Nc1ccc2c(c1)OCCO2)c1ccc(Cl)cc1Cl
→ 0	7	0.4	1.9	i	2.1	-10	3.4	-0.6
#4 CC(NC(=O)CNC(=O)c1sc2ccccc2c1Cl)c1ccc(S(N)(=O)=O)cc1 (stereo unspecified)
→ -1	7	4.3	-0.1	i	1.1	19	-1.0	-4.4
#5 CCOC(=O)[C@H]1[C@H]2COc3ccc(C)cc3[C@@H]2N2C(=O)[C@@H](C)NC(=O)[C@@]12C
→ 1	3	-0.7	0.0	i	-0.4	-1	-0.1	-2.7
#6 Cc1ccccc1NS(=O)(=O)c1cc2c3c(c1)CC(=O)N3CCC2
→ -1	-2	1.5	-0.3	i	0.1	-6	0.1	-2.8
#7 CC(C)Oc1ccc(S(=O)(=O)N2CCCCC2)cc1NC(=O)CC1OC(=O)c2ccccc21 (stereo unspecified)
→ 2	-2	0.9	-2.5	i	-2.7	19	12	-1.8
#8 Clc1ccc(-c2nc(N3CCCCC3)nc3ccccc23)cc1
→ 16	11	nt	-1.8	i	-1.9	8	1.2	-4.8
#9 CCc1nc(NC2CCCCC2)c(C#N)c2c1COC(C)(C)C2
→ 7	1	nt	0.4	-3.6	1.3	3	-0.6	-0.8
#10 CCCc1nc2c3ccccc3ccn2c1Cc1ccc(C)cc1
→ 9	nt	-0.1	-2.1	nt	nt	nt	nt	-3.7
#11 Cc1c(C(=O)N2CCCC2)oc2c1-c1nn(CC(=O)NCCCN3CCCCC3)cc1CC2
→ 3	9	-1.2	nt	-0.9	-1.4	4	0.8	-1.1
#12 CCOc1cc(C2C3=C(CCCC3=O)Nc3ccc4ncccc4c32)ccc1O (stereo unspecified)
→ 3	13	0.1	nt	-0.2	3.1	9	0.0	-1.4
#13 CSc1nc2[nH]c3c(c2c2ncnn12)CCCC3
→ 1	18	nt	2.4	i	0.4	-1	-0.1	-0.2
#14 Cc1nc(Nc2ccccc2)sc1-c1ccccc1
→ 0	10	nt	0.4	1.3	-1.6	3	1.6	-2.2
#15 Cc1ccc(S(=O)(=O)N[C@@H](CC(C)C)C(=O)N2CCC(C(=O)N[C@H](C(=O)O)C(C)C)CC2)cc1
→ -1	7	-0.6	0.5	-0.4	-1.2	8	-0.9	0.1
#16 O=C(COC(=O)c1cccc(S(=O)(=O)NCc2ccccc2)c1)c1ccccc1
→ -2	-4	nt	nt	i	nt	23	0.4	-1.6
#17 CCCN1CCN(C2CCCCC2NS(=O)(=O)c2ccccc2)CC1 (stereo unspecified)
→ 1	1	-2.9	-1.9	-0.3	0.4	-8	2.9	-0.3
#18 OC(c1ccc(F)c(F)c1)c1nc(-c2ccc(Cl)cc2)cs1 (stereo unspecified)
→ -1	-1	-0.7	-0.6	-0.3	nt	-1	nt	-1.8
#19 CSc1ccc(Cl)c(C(=O)OCC(=O)N2CC(C)OC(C)C2)c1 (stereo unspecified)
→ 6	-6	0.7	-0.2	nt	0.3	9	-0.1	-4.6
#20 O=S(=O)(Nc1nc2ccccc2nc1Cl)c1cccc(C(F)(F)F)c1
→ 2	4	0.6	2.1	-0.3	4.9	6	-0.6	-1.7
#21 CCN(CC)CC#CCC(O)(c1ccccc1)C1CCCCC1 (stereo unspecified)
→ 0	-9	1.2	1.7	-0.2	2.2	0	-0.3	-5.7
#22 O=C(O)c1cccc2c1C(=O)c1ccc(N3CCN(Cc4ccc5c(c4)OCO5)CC3)cc1S2(=O)=O
→ -5	18	0.0	-1.7	-0.4	nt	4	nt	-0.1
#23 CC1=C(C(=O)Nc2ccccc2C(=O)NCc2ccccc2)SCCO1
→ -6	-5	-1.1	0.5	-0.3	-1.9	12	-0.5	-1.1
#24 COc1ccc(CCNc2oc(Cc3ccccc3)nc2C#N)cc1OC
→ -1	-17	nt	nt	-0.2	0.7	19	-0.4	-5.3
#25 COc1cccc(C2Nc3ccccc3C(=O)N2c2ccc(F)cc2)c1O (stereo unspecified)
→ 13	9	1.6	1.4	-0.6	-0.9	-4	-0.5	1.3
#26 Cc1cc(C)cc(-n2nnnc2-c2cn(C)nc2C(F)(F)F)c1
→ -3	-7	nt	1.3	i	-1.5	-10	-1.0	-13
#27 NC(=O)c1nsc(C(=O)N(CC(=O)NC2CCCC2)c2cccc(C(F)(F)F)c2)c1N
→ 7	0	0.5	-1.6	-0.3	-1.3	5	-1.4	-3.6
#28 CC1CCC2(CC1)NC(=O)N(CC(=O)c1ccc(CNC(=O)C(C)(C)C)s1)C2=O (stereo unspecified)
→ 2	0	-0.5	0.1	i	-1.4	3	-1.1	-5.9
#29 CSc1nnc2c(n1)OC(C)N(C(=O)c1ccccc1)c1ccccc1-2 (stereo unspecified)
→ -4	25	nt	1.3	nt	-0.8	6	-0.2	-0.1
#30 O=C(NCC1CCCO1)c1onc(CSc2ccccc2)c1C(=O)O (stereo unspecified)
→ -1	-1	1.1	0.1	i	-2.0	5	14	-1.5

The list goes on.
Each structure is followed by: FBA Mtb inh	GDH-TPI counter	TcdB inh	Mtb BioA inh	BH1578 lux ind	Mtb UGM inh	Yp Topo-I inh	PfHsp40 yeast	FadD28 binding
#31 CC(=O)Nc1ccccc1OC(=O)N(C)C
→ -1	-1	nt	0.3	1.7	-1.0	6	-0.4	-1.5
#32 CCN1CCN(CC(=O)Nc2ccc(OC(F)(F)F)cc2)CC1
→ 2	-4	0.2	-0.5	-0.5	-0.3	5	-0.2	-0.8
#33 CC(C)C(Nc1ccc(S(=O)(=O)N2CCOCC2)cc1[N+](=O)[O-])C(=O)O (stereo unspecified)
→ -5	4	0.4	nt	i	0.0	0	-1.6	-1.5
#34 COc1ccc(C=C2SC(=S)NC2=O)c(OC)c1OC
→ 0	23	2.6	nt	i	nt	1	-2.0	-0.8
#35 CC(C)(CO)NCC(O)Cn1cc(C=O)c2ccccc21 (stereo unspecified)
→ -3	-1	nt	nt	-0.5	-0.1	9	-3.6	0.1
#36 O=C(CCSCCC(=O)NCc1ccccc1)NCc1ccccc1
→ 2	15	nt	nt	i	1.3	-4	1.6	-0.9
#37 Cc1cccc(N2CCN(S(=O)(=O)c3cc4c(cc3Cl)NC(=O)CO4)CC2)c1C
→ 4	-3	-4.4	-5.7	i	0.3	-2	-1.1	0.3
#38 CC(=O)Cc1nsc(NC(=O)c2ccc(-c3cc(Cl)ccc3Cl)o2)n1
→ 10	46*	1.1	-2.2	-0.3	0.4	1	-1.1	-6.0
#39 N=c1c2c3c(sc2ncn1N)CCCCC3
→ 0	-2	nt	nt	11	-1.6	0	0.2	-2.9
#40 Cn1cc(S(=O)(=O)N2CCN(C(=O)c3ccco3)CC2)c(=O)n(C)c1=O
→ -1	3	2.3	-1.3	i	-0.3	2	0.1	-1.9
#41 C=CCN(CC=C)S(=O)(=O)c1ccc(NC(=S)NC(=O)C2CC2)cc1
→ 1	5	0.6	-1.7	0.5	-2.1	30	2.3	-1.1
#42 O=C(Oc1c(-c2ccccc2Cl)oc2ccccc2c1=O)c1ccc(Cl)cc1
→ 1	4	-1.6	-0.9	-0.5	1.8	-3	-1.5	-2.1
#43 CCNc1nc(NCC)nc(NS(=O)(=O)c2ccc(N)cc2)n1
→ -1	-3	2.8	-0.8	-0.8	0.5	3	-1.9	0.5
#44 Cc1ccc(SC(=O)COc2ccccc2C)cc1
→ -5	-4	nt	0.1	i	0.2	1	-3.0	-1.6
#45 COc1ccc(CCN(/C=C2\Sc3ccccc3C2=O)C(C)=O)cc1OC
→ 5	3	1.5	-0.2	-0.4	1.1	-3	nt	-1.5
#46 CN1CCN(S(=O)(=O)c2ccc(NS(=O)(=O)c3ccccc3)cc2)CC1
→ -1	-7	7.1	0.0	0.5	3.4	1	-2.9	-3.2
#47 Cc1ccc([N+](=O)[O-])cc1NC(=S)NCCc1ccccc1
→ 1	6	0.5	3.0	-0.4	-0.1	0	1.7	nt
#48 Cc1ccc(S(=O)(=O)N2CCC(C(=O)OCC(=O)N3CC(C)CC(C)C3)CC2)cc1C (stereo unspecified)
→ -2	0	2.3	nt	-0.7	-2.8	26	0.5	-2.2
#49 COCC(=O)N1CCC(Oc2ccc(C(=O)N3CCCCC3COC)cc2)CC1 (stereo unspecified)
→ -4	9	-0.4	-0.5	-0.2	-0.2	7	-0.8	1.7
#50 CCc1ccc(NC(=O)CSc2n[nH]c(C)c2[N+](=O)[O-])cc1
→ 1	1	nt	nt	-0.7	2.8	-3	-0.2	0.1
#51 COc1ccc(CNC(=O)C(c2ccco2)N(C(=O)Cc2cccs2)c2cccnc2)cc1 (stereo unspecified)
→ -1	-8	3.0	nt	-0.3	0.0	7	-0.1	-4.1
#52 O=C(CN1CCC(NC(=O)c2cccc(F)c2)CC1)NCc1cccs1
→ -3	10	1.4	nt	-0.4	0.5	-3	0.2	-1.6
#53 CCOc1cc(/C=N/NC(=O)CN2CCOCC2)ccc1OCc1ccccc1
→ 1	11	nt	4.8	-0.2	-0.2	11	-1.2	-0.2
#54 Cc1cc(CCNC=O)c(C)c2c1sc1ccccc12
→ 0	-5	1.3	nt	i	nt	28	1.6	-4.6
#55 CCOC(=O)C1=C(c2ccccc2)Nc2c(c(=O)n(C)c(=O)n2C)C1c1ccc(O)c(OC)c1 (stereo unspecified)
→ 1	14	nt	-0.6	nt	-1.1	12	-0.7	-1.1
#56 COc1ccc(OC)c(C(=O)NC(CC(N)=O)c2ccc(N3CCC(N4CCCCC4)CC3)c([N+](=O)[O-])c2)c1 (stereo unspecified)
→ 0	6	0.7	-0.1	i	-1.0	2	-0.3	-2.2
#57 O=C(COC(=O)c1cc(=O)c2ccccc2o1)NCc1ccc(Cl)cc1
→ 6	16	1.2	0.4	i	nt	2	nt	-1.8
#58 CCCCCCC(=O)N1CCCC(c2nc(-c3cccc(OC)c3)no2)C1 (stereo unspecified)
→ -5	12	-0.5	-0.5	-0.4	5.7	23	0.2	-4.2
#59 CCOC(=O)c1c(C)n(C)c2cc(Br)c(OC)cc12
→ 1	6	0.4	nt	i	3.9	12	0.7	-3.7
#60 COc1ccc(C(=O)N2CCCCC2)cc1S(=O)(=O)Nc1ccccc1
→ 0	1	nt	-13	-7.7	-1.1	5	-1.0	-3.1
#61 O=C(Nc1ccc2c(c1)OCCO2)C(=O)NC1CC1
→ 8	-2	0.4	-3.6	0.2	-0.1	-2	-0.5	1.8

Profiles as entered above. Values in the order: FBA Mtb inh, GDH-TPI counter, TcdB inh, Mtb BioA inh, BH1578 lux ind, Mtb UGM inh, Yp Topo-I inh, PfHsp40 yeast, FadD28 binding
Listed for `O=C(Oc1c(-c2ccccc2Cl)oc2ccccc2c1=O)c1ccc(Cl)cc1` = 1, 4, -1.6, -0.9, -0.5, 1.8, -3, -1.5, -2.1
Listed for `COc1ccc(CCN(/C=C2\Sc3ccccc3C2=O)C(C)=O)cc1OC` = 5, 3, 1.5, -0.2, -0.4, 1.1, -3, nt, -1.5
